# Assay outcomes from PubChem.
# FBW7 activator = human FBW7 E3 ligase activation, primary screen | normalized activity (activation), % at 26.1 µM | 650,000 compounds, 0.13% hits | AlphaScreen FBW7–phospho-cyclin E peptide binding, activator screen; in the data active means normalized activity above about 1.9%;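 further: purified mutant Fbw7 with reduced substrate affinity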
# GPR151 ag = activators of human GPR151; Q8TDV0; PathHunter beta-arrestin GPR151 cells, luminescence; activation, % at 11.2 µM; 650,000 compounds, 1% hits; AID 1508602; in the data active means activation above about 4.9%;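 further: 0% = median of compound wells and 100% = cells with positive control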
# Target sequence (Q8TDV0 whole entry, looked up): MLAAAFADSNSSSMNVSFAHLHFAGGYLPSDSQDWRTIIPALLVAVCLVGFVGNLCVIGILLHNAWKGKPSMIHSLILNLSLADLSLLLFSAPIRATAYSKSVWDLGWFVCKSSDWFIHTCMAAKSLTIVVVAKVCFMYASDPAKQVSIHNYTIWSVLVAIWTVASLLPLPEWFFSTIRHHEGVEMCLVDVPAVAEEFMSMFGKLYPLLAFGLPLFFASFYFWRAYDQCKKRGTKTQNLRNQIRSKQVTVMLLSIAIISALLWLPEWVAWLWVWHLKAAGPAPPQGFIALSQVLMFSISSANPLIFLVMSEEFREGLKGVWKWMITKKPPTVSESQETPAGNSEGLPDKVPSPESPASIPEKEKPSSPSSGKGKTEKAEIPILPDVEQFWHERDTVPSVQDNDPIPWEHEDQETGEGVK
# TEAD-YAP block = TEAD-YAP interaction inhibition; HEK-TIYL cells, TEAD-Gal4/YAP UAS-luciferase luminescence; inhibition, % at 9.12 µM; 640,000 compounds, 1.4% hits; AID 1259422; in the data active means inhibition above about 32%;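 further: 0% = median of test compound wells and 100% = reference inhibitor wells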
# MITF primary = inhibitors of human MITF | AlphaScreen MITF homodimerization, bead proximity signal | inhibition, % at 2.6 µM | 650,000 compounds, 0.91% hits; in the data active means inhibition above about 50%;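 further: 0% = vehicle wells with protein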
# Target sequence (O75030 whole entry, looked up): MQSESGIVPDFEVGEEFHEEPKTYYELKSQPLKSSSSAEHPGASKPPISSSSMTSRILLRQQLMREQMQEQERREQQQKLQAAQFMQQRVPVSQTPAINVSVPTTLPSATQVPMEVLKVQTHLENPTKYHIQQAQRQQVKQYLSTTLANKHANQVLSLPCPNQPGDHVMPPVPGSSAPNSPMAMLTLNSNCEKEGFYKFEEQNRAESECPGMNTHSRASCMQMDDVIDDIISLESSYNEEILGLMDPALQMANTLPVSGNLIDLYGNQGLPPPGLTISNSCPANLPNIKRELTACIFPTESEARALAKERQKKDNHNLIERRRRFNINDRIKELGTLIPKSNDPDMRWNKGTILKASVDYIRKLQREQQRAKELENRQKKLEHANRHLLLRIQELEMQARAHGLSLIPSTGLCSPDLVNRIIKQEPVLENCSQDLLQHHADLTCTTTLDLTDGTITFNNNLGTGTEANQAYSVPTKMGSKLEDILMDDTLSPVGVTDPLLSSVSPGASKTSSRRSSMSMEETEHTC
# * hit, by the source's call.
SMILES,FBW7 activator,GPR151 ag,TEAD-YAP block,MITF primary
CCOc1ccc(S(=O)(=O)/N=C2/C=C(Br)C(=O)c3ccccc32)cc1,0.3,-1.4,9,25
Cc1nn(C)c(-c2n[nH]c(=S)n2-c2ccc(F)cc2)c1Cl,-0.1,-0.1,-19,-6
COc1ccc(Nc2ccn3ncc(-c4cccc5ccccc45)c3n2)cn1,-0.1,-0.3,3,-17
O=C(/C=C\c1ccc(Cl)cc1)Nn1c(-c2ccc(F)cc2)nc2ccccc2c1=O,1.1,-0.3,8,27
CO[C@H]1[C@H](NC(=O)c2ccco2)c2ccccc2C12CCN(Cc1cc(C(C)C)n[nH]1)CC2,0.7,0.3,10,17
O=C(CN1C(=O)C2(SCC(=O)N2c2ccc(F)c(F)c2)c2ccccc21)Nc1ccc(F)cc1 (stereo unspecified),-0.1,2.1,16,-6
Cc1ccccc1C(=O)N1CCC(C(=O)NNC(=O)CC23CC4CC(CC(C4)C2)C3)CC1,-0.1,0.8,6,-3
O=C(Nc1ccc(SC(F)F)cc1)C(=O)C1C(=O)Nc2ccccc21 (stereo unspecified),0.1,-0.7,5,10
Cc1cc(C)n(-c2ccc(C(=O)NNC(=O)c3ccccc3-n3cccc3)cc2)n1,-0.2,0.8,-5,-9
Cc1ccc(NCn2c(=O)oc3cc(Cl)ccc32)c(C)c1,-0.1,-1.3,0,-5
Cc1c(C(=O)NCCN2CCOCC2)sc2ncnc(N3CCN(c4ccccc4)CC3)c12,-0.4,-1.3,11,6
Cc1nn(C)cc1CN1CCOc2ccc(C(C)(O)COc3ccccc3)cc2C1 (stereo unspecified),0.1,0.5,7,11
COc1ccc(CN2CCN(Cc3ccccc3F)CC2)cc1OC,0.7,-2.1,-6,79*
CCOC(=O)c1c(C)[nH]c(C(=O)COC(=O)c2ccc(CO)cc2)c1C,0.2,2.8,2,10
O=C(Nc1nc2ccccc2s1)c1cc(Cl)sc1Cl,-0.1,0.4,-10,-9
COc1cc(/C=C2\C(=O)NN(c3ccccc3)C2=O)cc([N+](=O)[O-])c1O,0.2,0.1,6,22
COc1ccc(Nc2nnc(C)c3ccccc23)cc1C(N)=O,-0.1,-0.8,-12,-5
Cc1nn(-c2cc(Cl)ccc2Cl)c(C)c1C(=O)O,0.1,-1.6,8,23
COc1cccc(CCNC(=O)c2nc3cc(C4=NC=NC5NC=CC45)ccc3c(=O)[nH]2)c1 (stereo unspecified),-0.1,0.4,-2,-4
CCOC(=O)CN(Cc1ccc(OC)c(OC)c1)S(=O)(=O)c1ccc(Br)cc1,-0.1,0.4,-9,-5

# Two of these compounds in another layout.
canonical_smiles	FBW7 activator	GPR151 ag	TEAD-YAP block	MITF primary
COc1ccc(Nc2nnc(C)c3ccccc23)cc1C(N)=O	-0.1	-0.8	-12	-5
CCOC(=O)c1c(C)[nH]c(C(=O)COC(=O)c2ccc(CO)cc2)c1C	0.2	2.8	2	10

# The list goes on.
SMILES,FBW7 activator,GPR151 ag,TEAD-YAP block,MITF primary
CC(C)(C)NC(=O)C(c1ccncc1)N(C(=O)c1csnn1)c1ccc(F)c(Cl)c1 (stereo unspecified),-0.1,-0.8,-5,5
Fc1ccccc1Nc1nc2ccc(Cl)cc2n2cnnc12,0.0,0.6,-15,-5
CC(=O)Nc1cccc(NC(=O)c2ccccc2F)c1,0.0,-0.9,1,-5
CCCc1cc(=O)[nH]c2nnc(SCC(=O)N3CCCC3)n12,0.2,3.4,1,9
CCOC(=O)c1nnn(-c2nc(OCC)nc(N3CCOCC3)n2)c1C,0.1,-0.6,5,-16
COCCCNC(=O)C(=O)c1c(C)n(C)c2ccccc12,0.1,-0.1,7,4
O=C(NC1C=CS(=O)(=O)C1)c1ccc([N+](=O)[O-])cc1 (stereo unspecified),0.0,-0.8,7,0
Cc1ccc(/C=N/NC(=O)COc2ccc3ccccc3c2)c(O)c1,0.1,-0.5,-1,11
O=C(O)CN1C(=O)/C(=C\c2cc(Cl)ccc2O)SC1=S,0.2,-0.1,12,11
CC1(C)CC(=O)c2c(oc3ccc(NS(=O)(=O)c4cccc5cccnc45)cc23)C1,0.0,-0.3,-10,9
COC(=O)c1c(NC(=O)CCCOc2ccc(C)cc2)sc2c1C(C(=O)OC)CC2 (stereo unspecified),-0.1,0.9,-5,-2
CCc1ccc2nc3n[nH]c(N)c3cc2c1,0.0,-0.4,-3,3
COc1ccc(C(CC(=O)O)NC(=O)c2ccc(Cl)c(Cl)c2)cc1OC (stereo unspecified),0.1,-0.6,7,16
Cc1ccc(OCC(O)Cn2cnc3ccccc32)cc1 (stereo unspecified),0.1,-0.4,-54,-1
Cc1cc(C)n2nc(C(=O)Nc3ccc(Cl)cc3)nc2n1,0.1,-1.3,-23,6
Cc1ccccc1NC(=O)CN1CCC(NC(=O)c2ccccc2Br)CC1,0.0,0.3,-4,-3
COc1ccc(N2C(=O)c3ccc(Oc4ccccc4)cc3C2=O)cc1,-0.1,-2.3,-2,-1
COc1ccc(NC(=O)NCc2cc(C)n(C)n2)cc1OC,0.4,-1.9,4,-1
CCOC(=O)c1ccc(NC(=O)c2cc3cc(OC)ccc3oc2=O)cc1,0.0,-2.3,-2,16
CCC(C)c1ccc(NC(=O)C2CC=CCC2C(=O)O)cc1 (stereo unspecified),-0.1,-0.3,2,4

# 16 successive compounds out of the list so far, quoted:
SMILES,FBW7 activator,GPR151 ag,TEAD-YAP block,MITF primary
CC(C)(C)NC(=O)C(c1ccncc1)N(C(=O)c1csnn1)c1ccc(F)c(Cl)c1 (stereo unspecified),-0.1,-0.8,-5,5
Fc1ccccc1Nc1nc2ccc(Cl)cc2n2cnnc12,0.0,0.6,-15,-5
CC(=O)Nc1cccc(NC(=O)c2ccccc2F)c1,0.0,-0.9,1,-5
CCCc1cc(=O)[nH]c2nnc(SCC(=O)N3CCCC3)n12,0.2,3.4,1,9
CCOC(=O)c1nnn(-c2nc(OCC)nc(N3CCOCC3)n2)c1C,0.1,-0.6,5,-16
COCCCNC(=O)C(=O)c1c(C)n(C)c2ccccc12,0.1,-0.1,7,4
O=C(NC1C=CS(=O)(=O)C1)c1ccc([N+](=O)[O-])cc1 (stereo unspecified),0.0,-0.8,7,0
Cc1ccc(/C=N/NC(=O)COc2ccc3ccccc3c2)c(O)c1,0.1,-0.5,-1,11
O=C(O)CN1C(=O)/C(=C\c2cc(Cl)ccc2O)SC1=S,0.2,-0.1,12,11
CC1(C)CC(=O)c2c(oc3ccc(NS(=O)(=O)c4cccc5cccnc45)cc23)C1,0.0,-0.3,-10,9
COC(=O)c1c(NC(=O)CCCOc2ccc(C)cc2)sc2c1C(C(=O)OC)CC2 (stereo unspecified),-0.1,0.9,-5,-2
CCc1ccc2nc3n[nH]c(N)c3cc2c1,0.0,-0.4,-3,3
COc1ccc(C(CC(=O)O)NC(=O)c2ccc(Cl)c(Cl)c2)cc1OC (stereo unspecified),0.1,-0.6,7,16
Cc1ccc(OCC(O)Cn2cnc3ccccc32)cc1 (stereo unspecified),0.1,-0.4,-54,-1
Cc1cc(C)n2nc(C(=O)Nc3ccc(Cl)cc3)nc2n1,0.1,-1.3,-23,6
Cc1ccccc1NC(=O)CN1CCC(NC(=O)c2ccccc2Br)CC1,0.0,0.3,-4,-3

# Carrying on:
SMILES,FBW7 activator,GPR151 ag,TEAD-YAP block,MITF primary
CCc1ccc(N2CC(C(=O)NC3CCCCC3C)CC2=O)cc1 (stereo unspecified),0.1,0.2,-5,-9
CCN(CC)S(=O)(=O)c1ccc(Cl)c(C(=O)Nc2nnc(-c3ccccc3)s2)c1,0.0,0.0,9,3
COc1cc([N+](=O)[O-])cc(/C=N\NC(=O)C2COc3cc4ccccc4cc3O2)c1O (stereo unspecified),-0.2,-0.7,17,-16
Cc1nnc(SCC(=O)Nc2ccccc2Oc2ccccc2)[nH]c1=O,0.2,1.3,7,6
O=C(COC(=O)c1ccc2nc(-c3ccccc3)c(-c3ccccc3)nc2c1)c1ccc(Br)cc1,-0.1,-1.3,-3,-11
CCS(=O)(=O)Nc1ccc(N2CCCCC2=O)cc1,0.0,-0.1,5,12
COc1ccc(CNc2n[nH]c3nc(C)cc(C(F)(F)F)c23)cc1,-0.2,-0.1,-20,-3
CCOc1ccc(N2C(=O)C(Cl)=C(Nc3ccccc3O)C2=O)cc1,-0.2,-0.5,-1,-1
Cc1ccc2nc(Cn3cnc4ccccc43)cc(=O)n2c1,-0.1,1.8,-29,-3
Cc1cc(C)c2nc(Cl)c(CNCCCO)cc2c1,1.1,-0.1,12,6
Cc1cccc(NC(=O)/C(=C\c2ccco2)NC(=O)c2ccccc2Br)c1,-0.1,2.1,12,7
COc1cccc(C2Nc3ccccc3NC3=C2C(=O)CC(c2ccc(C)cc2)C3)c1 (stereo unspecified),-0.2,-0.1,1,2
O=C(NNc1nc(-c2ccccc2)cs1)c1cccc(Br)c1,-0.1,-1.1,3,10
CC(OC(=O)Cn1c(C(F)(F)F)nc2ccccc21)C(=O)Nc1ccc2c(c1)OCCO2 (stereo unspecified),0.3,-0.1,1,5
OCCN(CCO)Cc1ccc(Cl)cc1,1.0,1.2,6,25
COc1ccc(N(C)S(=O)(=O)c2cccc(C(=O)OCC(=O)C(C)(C)C)c2)cc1,0.1,-0.4,5,7
Cc1ccc(C(=O)NCc2ccco2)cc1I,0.0,1.0,-2,2
C=CCSc1nnc2c(n1)OC(/C=C/c1ccc([N+](=O)[O-])o1)Nc1ccc(Br)cc1-2 (stereo unspecified),-0.3,9.1*,27,32
N#C/C(=C\c1cn(-c2ccccc2)nc1-c1ccc(Cl)cc1)C(N)=O,0.3,2.4,3,6
Cc1ccc(C(=O)N2CCCCC2C)c(F)c1F (stereo unspecified),-0.1,-0.6,-4,-2
CC1Sc2ccccc2N(Cc2ccc3ccccc3n2)C1=O (stereo unspecified),-0.1,0.7,-6,11
COc1ccc(C(C[N+](=O)[O-])c2c(C)[nH]c3ccccc23)c(OC)c1 (stereo unspecified),0.2,3.7,4,14
CCCNC(=O)c1csc(-c2cccc(C(C)=O)c2)n1,-0.1,2.3,7,5
Cc1ccc(CN2C(=O)c3ccccc3Sc3ccc(C(=O)O)cc32)cc1,0.0,-1.3,-3,-10
CC(NC(=O)CSc1ccccc1)c1ccccc1 (stereo unspecified),0.0,0.4,3,-9
CCN(CC)CCSc1nc2ccccc2n1CCc1ccccc1,-0.1,0.3,2,9
Nc1ccc2nc(-c3ccccc3C(=O)O)[nH]c2c1,-0.1,-0.9,3,0
O=S(=O)(c1cccc(C(F)(F)F)c1)N1CCSC1c1ccc(Cl)cc1 (stereo unspecified),0.3,0.4,7,3
O=C(CCc1cnccn1)N1CCCC(N2CCN(c3ccccc3)CC2)C1 (stereo unspecified),0.2,0.7,-2,0
COc1ccc2c(c1)CCC/C2=N/OC(=O)c1ccc(OC)c([N+](=O)[O-])c1,-0.1,-0.1,-3,8
Cc1cc(=O)c2ccccc2n1CC(N)=O,0.0,-0.5,-1,13
Cc1ccc(NC(=O)C23CC4CC(CC(C4)C2)C3)cc1,-0.2,-0.8,-10,-8
O=C(/C=C\Nc1ccc(Cl)cn1)c1ccc(Br)cc1,-0.1,1.7,-22,4
COc1ccccc1CN1CCNC(=O)C1CC(=O)N1CCN(C2CCCC2)CC1 (stereo unspecified),0.6,0.8,-3,-2
CC12C=CC(CO)(O1)C1C(=O)N(c3cccc(Br)c3)C(=O)C12 (stereo unspecified),0.8,4.6,-8,16
O=C(Nc1cccc(O)c1)c1nn2c(c1Cl)NC(c1ccc(F)cc1)CC2C(F)(F)F (stereo unspecified),0.7,-2.0,2,19
CN(CCOc1cc(-c2cn[nH]c2)ccc1NC(=O)C1COc2ccccc2C1)Cc1ccccc1 (stereo unspecified),-0.1,-0.2,7,-9
COc1cc2c(cc1OC)C(COc1ccc([N+](=O)[O-])cc1)N(C(=O)c1cc3ccccc3oc1=O)CC2 (stereo unspecified),0.1,1.1,0,2
CCN1CCN(C(=O)C(C)Sc2nc3nc(C)cc(C)n3n2)CC1 (stereo unspecified),-0.1,0.7,5,-4
C=Cc1ccc(Cn2c(C(=O)O)c(CNCCc3cccs3)c3ccccc32)cc1,-0.1,0.2,16,8
CCOc1ccc(-n2c(C)nc3cc(C(=O)NCC4CCCO4)ccc32)cc1 (stereo unspecified),0.0,-1.4,6,-4
O=C(O)c1cc(N/N=C/c2ccccc2F)ccc1Cl,0.1,-0.3,-64,-6
COCCOC(=O)c1c(C)n(S(=O)(=O)c2ccc(C)cc2)c2ccc(NS(=O)(=O)c3ccc(C)cc3)cc12,0.0,0.6,5,11
O=C1CCCC2=C1C(c1cccc([N+](=O)[O-])c1)CC(=O)N2c1ccc(F)cc1 (stereo unspecified),0.0,-0.6,-25,-10
O=c1[nH]c(CN2CCOCC2)nc2sc3c(c12)CCC3,-0.1,0.5,9,0
CCOC(=O)CCc1cc(C(=O)OCC)c(CCC(=O)OCC)cc1C(=O)OCC,-0.1,2.7,11,10
CC1CCC(NC(=O)c2cc3c(=O)n(C)c4ccccc4c3n2C)CC1 (stereo unspecified),0.2,0.8,2,-3
O=C(NCCO)c1ccc2nc(NCCN3CCOCC3)sc2c1,0.0,-0.9,-6,10
CC1=CC(=O)C(N2CCC(Cc3ccccc3)CC2)=CC1=O,-0.3,-1.6,4,60*
Fc1ccc(NC2=NC3(CCCCC3)Cc3ccccc32)cc1F,0.1,0.3,12,0
COCCCNC(=O)CC(NS(=O)(=O)c1ccc(C)cc1)c1ccco1 (stereo unspecified),-0.1,0.9,3,-1
CCOC(=O)c1ccc(NC(=O)c2ccc(Br)cc2F)cc1,0.0,0.5,-26,0
CCC[N+]1(CCC)Cc2cc3ccccc3c(-c3ccccc3)c2C1,-0.1,0.6,3,6
